aGal spleen mod: inhibitors or activators of human alpha-galactosidase in spleen homogenate. P06280. human spleen homogenate, 4MU-alpha-Gal fluorescence, 40 min. Potency, µM (top dose mostly 80 µM), for the others: at the highest dose activity change, negative = inhibition, most hits filed as inhibitors. 240,000 compounds, 0.008% hits;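 also: 0% = enzyme with vehicle and -100% = no enzyme basal signal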
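Human spleen homogenate (1 ug) was the enzyme source, with 4-methylumbelliferyl-alpha-D-galactopyranoside (1 mM final) in pH 5.0 citrate buffer with 0.01% Tween-20. Compounds were titrated; after 40 min at 37C, NaOH/glycine stop, 4-MU fluorescence read; AC50 from Hill fits.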
L3MBTL1 block: blocks human L3MBTL1; Q9Y468; AlphaScreen L3MBTL1–H3K9me1 peptide binding; Potency, µM (top dose mostly 57.1 µM), inactives show top-dose activity, negative = inhibition, usual class: inhibitors; 230,000 compounds, 0.66% hits; also: nearly all actives have a fitted effect of over 60% in size
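First, the protein-peptide complex forms for 30 min at room temperature (L3MBTL1 50 nM, biotinylated H3K9me1 peptide 75 nM). Next, compounds are pin-transferred and incubated 30 min. Finally, AlphaScreen beads are added and read after 30 min.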
TexasRed fluor: counter-screen for TRb-SRC2 inhibitors: fluorescence interference; TRb/SRC2 Texas Red total fluorescence interference; Potency, µM (highest dose often 106 µM), for inactives: top-dose fluorescence change, negative = quenching; 280,000 compounds, 0.29% hits; active = well fitted curve in either direction with a large enough effect; inconclusive = small, poorly fitted or top-dose-only effect
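Human TRb ligand-binding domain at 0.6 uM with 20 nM Texas Red SRC2 peptide in Tris buffer containing 1 uM T3 and 5% DMSO, incubated with compound 5 h at ambient temperature. Total fluorescence (555/632 nm) calculated as parallel + 2 × perpendicular.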
Tau fibril FP: inhibitors of human tau fibril formation; Potency, µM (top dose mostly 57.7 µM), for the others: top-dose activity, negative = inhibition, most hits filed as inhibitors; 280,000 compounds, 0.39% hits; K18 P301L tau heparin fibrillization, Alexa594 FP, 6 h; also: nearly all actives have a fitted effect of over 55% in size
Target sequence (P10636 561-689 P618L limits assumed): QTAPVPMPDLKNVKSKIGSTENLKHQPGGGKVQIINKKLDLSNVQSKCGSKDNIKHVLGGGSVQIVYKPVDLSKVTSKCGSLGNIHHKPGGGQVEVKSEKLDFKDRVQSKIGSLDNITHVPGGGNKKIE
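Quantitative HTS format: compounds meet 15 uM recombinant K18 P301L tau and Alexa 594-tau tracer in 100 mM sodium acetate pH 7; 20 uM heparin triggers fibrillization at 37 C over 6 hr; FP gives the signal.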
ALDH1A1 block: blocks purified human ALDH1A1 activity; P00352; Purified ALDH1A1, NADH fluorescence, propionaldehyde substrate; Potency, µM (highest dose often 75.3 µM), inactives show at the top dose activity, negative = inhibition, most hits filed as inhibitors; 220,000 compounds, 7.3% hits; AID 1030; active = well fitted inhibition curve with a large enough effect, not every such curve was filed as active; inconclusive = small, poorly fitted or top-dose-only effect, or another doubt; inactive = no such curve, though single readings can be large or run the other way;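 also: plate controls were no enzyme wells and a reference inhibitor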
Target sequence (P00352 whole entry, looked up): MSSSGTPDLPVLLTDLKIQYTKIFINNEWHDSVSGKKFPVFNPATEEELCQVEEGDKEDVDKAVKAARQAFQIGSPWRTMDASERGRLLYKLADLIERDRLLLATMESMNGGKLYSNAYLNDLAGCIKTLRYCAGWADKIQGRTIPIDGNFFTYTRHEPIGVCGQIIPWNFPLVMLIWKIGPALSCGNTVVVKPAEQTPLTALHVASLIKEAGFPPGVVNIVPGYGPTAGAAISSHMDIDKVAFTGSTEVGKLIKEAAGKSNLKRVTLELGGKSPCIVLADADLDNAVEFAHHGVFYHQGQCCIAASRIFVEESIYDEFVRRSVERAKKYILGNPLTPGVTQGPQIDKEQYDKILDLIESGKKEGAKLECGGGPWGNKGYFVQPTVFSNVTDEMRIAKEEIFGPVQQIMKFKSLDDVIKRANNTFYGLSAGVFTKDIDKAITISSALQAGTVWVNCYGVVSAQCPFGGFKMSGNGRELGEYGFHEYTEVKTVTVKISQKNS
TRb SRC2 PPI: TRbeta-SRC2 interaction inhibition; Potency, µM (top dose mostly 106 µM), for inactives: top-dose activity change, negative = inhibition, hits mostly inhibitors; P10828; AID 1469; TRbeta-SRC2 peptide binding, fluorescence polarization; receptor liganded with 1 µM T3; 280,000 compounds, 0.065% hits;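 also: plate controls were bound peptide for no effect and peptide without receptor for full effect; nearly all actives have a fitted effect of over 50% in size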
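Read-out is fluorescence polarization (555 nm excitation, 632 nm emission) of a Texas Red SRC2 coactivator peptide; loss of signal reflects blocked binding to human TRb ligand-binding domain in the presence of 1 uM T3.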
Tau ThT inhib: inhibitors of human tau fibril formation, thioflavin T binding. Potency, µM (highest dose often 57.4 µM), for inactives: at the highest dose activity, negative = inhibition, actives largely listed as inhibitors. P10636. 270,000 compounds, 2.1% hits. AID 1460. recombinant tau K18 P301L, heparin-induced fibrillization, ThT fluorescence; also: nearly all actives have a fitted effect of over 55% in size
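Using a mix of unlabeled (15 uM) and Alexa 594-labeled (0.24 uM) tau K18 P301L, heparin-triggered fibrillization over 6 hr at 37 C was scored by ThT fluorescence.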
Tau fluor counter: counter-screen for tau fibril formation inhibitors; AID 1463; tau K18 P301L Alexa594 fluorescence, heparin fibrillization; Potency, µM (doses to about 57.7 µM), for inactives: at the highest dose activity change, negative = decrease; 280,000 compounds, 0.93% hits; also: nearly all actives have a fitted effect of over 55% in size
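Human tau K18 P301L (15 uM unlabeled, 0.24 uM Alexa 594-labeled) in 100 mM sodium acetate pH 7 with 20 uM heparin, 6 hr at 37 C. ThT 30 uM added, 1 hr ambient; Alexa 594 FP and total fluorescence read at 555/632 nm.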
Numbers without * were called inactive; ? = inconclusive; · = no result given; & = joins results of further samples; [ ] = remark or other dose. Unless noted, calls follow the shape of the dose curve; as a rule, active = well fitted curve in the direction sought with a large enough effect; inconclusive = small, poorly fitted or top-dose-only effect, or another doubt; inactive = no such curve, though single readings can be large; an effect the other way counts as inactive or inconclusive. Unless noted, % is scaled to controls: 0 for no effect and ±100 for the full control effect; potency is read from the fitted curve at half-maximal effect.

SMILES | ALDH1A1 block | L3MBTL1 block | Tau fibril FP | Tau ThT inhib | TRb SRC2 PPI | TexasRed fluor | aGal spleen mod | Tau fluor counter
COc1cc(C=C(c2nc3ccccc3s2)c2nc3ccccc3s2)ccc1O | -9% | -19% | ? | ? | 8% | -3% | -2% | ?
CCOC(=O)c1cc(-c2cccc([N+](=O)[O-])c2)n[nH]1 | -14% | -7%[11.4 µM] | 3% | ? | -1% | -7% | 1% | -3%
O=C(NCc1ccccc1Cl)C(=O)NCC(c1ccc2c(c1)OCO2)N1CCOCC1 (stereo unspecified) | · | · | -4% | -2% | 1% | 0% | · | -7%
Cc1noc(/C=C/N(C)C)c1S(=O)(=O)N1CCCC(C(=O)Nc2ccc(F)cc2F)C1 (stereo unspecified) | · | · | -5% | ? | -2% | -1% | · | -29%
Cn1c(=O)c2c(nc(Sc3n[nH]c(N)n3)n2Cc2ccccc2Cl)n(C)c1=O | ? | 50%[activator] | -7% | 5% | -15% | 0% | 0% | -9%
CCNC(=O)c1c(O)c2c([nH]c1=O)CCCC2 | · | · | -2% | · | -5% | -1% | -9% | -11%
Cc1nn(-c2ccccc2)nc1C(=O)Nc1ccc2[nH]ncc2c1 | ? | 0% | ? | -7% | 4% | 4% | 10% | -27%
N#Cc1ccc(Oc2ccc(C(N)=O)cc2)cc1C#N | 2% | · | -3% | -12% | -4% | -3% | 8% | -2%
Cc1ccc2c(c1)C(=O)N(CCCCO)C2=O | 2% | 18% | -8% | 1% | -1% | 5% | 5% | 2%
CCn1c(CNC(=O)c2ccc(OC)cc2)nnc1SCC(=O)Nc1cccc(C)c1 | · | · | -13% | -6% | -8% | -7% | · | -16%
O=C1CC(SC2=NCCS2)C(=O)N1c1ccc(Br)cc1 (stereo unspecified) | 7.9µM* | 4% | 0% | -3% | -8% | 2% | -5% | 0%
CC(Sc1nncn1C)C(=O)Nc1ccc(Cl)cn1 (stereo unspecified) | 2% | -1% | -8% | -3% | -2% | -29% | 5% | -4%
COCCNC(C)C(=O)C12CC3CC(CC(C3)C1)C2 (stereo unspecified) | 9% | · | -10% | -12% | 2% | 1% | -5% | -6%
CCN(CC)S(=O)(=O)c1cc(Br)ccc1OC | 3% | 6% | -6% | 1% | 2% | 1% | 4% | -4%
CC(C)CN(C(=O)COC(=O)Cn1cnc2ccccc2c1=O)C1CCS(=O)(=O)C1 (stereo unspecified) | ? | 6% | 7% | 13% | 6% | 1% | 8% | 9%
CCOCCOC(=O)c1[nH]c2c(c1C)C(=O)CC(c1cccs1)C2 (stereo unspecified) | 4% | · | 1% | -10% | -13% | -2% | -3% | -9%
Cc1cnnn1-c1ccc([N+](=O)[O-])cc1 | -2% | · | 3% | -10% | 2% | 0% | -1% | -9%
C[C@@H](O)CCC[C@H](O)/C=C/[C@@H]1[C@@H](C/C=C\CCCC(=O)O)[C@@H](O)C[C@H]1O | -3% | · | -8% | -8% | -3% | -1% | 10% | -6%
COc1cc(/C=N\NC(=O)CNC(=O)c2cccc([N+](=O)[O-])c2)ccc1O | 6% | · | 9% | -14% | 10% | -2% | 8% | -10%
Cc1ccc(NC(=O)NC2(C(=O)NCc3ccccc3)CCCCC2)cc1 | 0% | 2% | -6% | -2% | -1% | -2% | 0% | -10%
O=C(O)c1ccc(N2C(=O)CC(SC(=NCc3ccc4c(c3)OCO4)Nc3ccc(F)cc3)C2=O)cc1 (stereo unspecified) | 6% | -5% | 8% | -4% | 4% | 0% | 2% | -8%
Cc1cccc(N2CCN(C(=O)NCc3noc4ccccc34)CC2)c1C | · | · | 8% | -23% | 1% | -1% | · | -21%
CC(Oc1ccc(Cl)cc1)c1ccnn1S(C)(=O)=O (stereo unspecified) | 1% | · | -1% | -4% | -20% | 4% | 0% | -9%
COc1ccc(CN2CCc3ccccc3C2)c(OC)c1 | · | 3% | -4% | -7% | -4% | -2% | 11% | -4%
Cc1c(F)cccc1NC(=O)CCCCCC1NC(=O)NC1C (stereo unspecified) | 4% | · | 9% | 5% | 13% | -2% | 1% | 1%
COCCCn1c(-c2ccsc2)nc2c1c(=O)[nH]c(=O)n2Cc1ccccc1 | ? | 0% | -9% | -3% | -1% | -4% | -11% | -7%
CCC(=O)n1nc(-c2ccc(OC)cc2)nc1SC | -1% | 8% | 1% | ? | -5% | -5% | 5% | -7%
Cc1ccc(CNC(=O)CSc2ccc(-c3ccco3)nn2)cc1 | 14µM* | -3% | 2% | -8% | -25% | -1% | 8% | -2%
COc1ccccc1-c1noc(CCC(=O)Nc2cccc(C(F)(F)F)c2)n1 | 8% | 7% | ? | -9% | -4% | -1% | ? | ?
Cn1ncc2c(Nc3cccc(C(=O)O)c3)ncnc21 | 13µM* | -1% | -2% | -6% | 2% | 0% | -6% | -4%
CCOC(=O)CSc1ncnc2c(C(=O)OCC)c3n(c12)CCC3 | -4% | 11% | -1% | -2% | 1% | 3% | -5% | 4%
S=C(Nc1ccc(Cl)cc1)NN1CCOCC1 | 5% | 3% | 3% | 2% | -4% | 2% | 2% | 0%
CCOC(=O)Cc1csc(NC(=O)c2ccc(OC)c(OC)c2)n1 | 16% | 4% | 1% | -16% | 6% | 2% | 12% | -2%
O=C(Cc1ccc(F)cc1)Nc1ccc(S(=O)(=O)N2CCCCC2)cc1 | ? | 4% | ? | -8% | -7% | 0% | 3% | ?
Cc1ccc(S(=O)(=O)Nc2ccccc2C(=O)Nc2ccc(S(=O)(=O)Nc3nccc(C)n3)cc2)cc1 | -9% | 8% | -2% | -4% | -3% | 0% | 7% | -5%
CCOC(=O)c1sc2nc(C)nc(NCCc3ccccn3)c2c1C | ? | · | 6% | ? | -5% | 0% | -1% | -9%
COc1ccc(O)c(C(=O)c2cc(C#N)c(=O)n(Cc3ccccc3)c2)c1 | 15% | · | ? | 8% | -5% | -3% | 5% | 3%
O=C(CNS(=O)(=O)c1cccs1)NCc1ccc(F)cc1 | 5% | 6% | 4% | 10% | 1% | 0% | 1% | 12%
Cc1ccc(NC(=O)CN(C)C2CCCCC2)cc1Br | 28µM* | 25% | 2% | -8% | -3%[53 µM] | -2%[53 µM] | -12% | -10%
COc1ccc(/C=C/c2c([N+](=O)[O-])c(=O)n(C)c(=O)n2C)c(OC)c1OC | -9% | -5% | 2% | -15% | -2% | 2% | -1% | -9%
COc1ccc(N2CCN(C(=O)COc3ccc4c(C)cc(=O)oc4c3)CC2)cc1 | ? | -7% | 3% | ? | -8% | -3% | 16% | -13%
CC(C)CC(=O)NC(=S)Nc1cccc2nsnc12 | ? | · | -3% | ? | -2% | -1% | -1% | -15%
CN(CC(=O)Nc1ccccc1Oc1ccccc1)Cc1ccccc1F | ? | 58%[activator] | 0% | ? | 0% | 0% | 6% | -11%
O=S1(=O)N=C(N/N=C/c2ccccn2)c2ccccc21 | 14% | ? | -1% | -13% | 10% | -18% | 6% | -2%
O=C(O)c1ccc(COc2ccc3c4c(c(=O)oc3c2)CCC4)o1 | ? | ? | -2% | ? | 1% | -1% | 12% | ?
O=C(C[n+]1ccc(Cc2ccccc2)cc1)Nc1ccccc1 | -3% | · | -2% | -10% | 10% | -1% | -1% | -3%
COc1cccc(C(=O)OC(C)CN2CCCC2)c1 (stereo unspecified) | 10% | 4% | -2% | 6% | -4% | -7% | 1% | 6%
COc1ccc(-c2cc(=O)c3c(O)c(OC)c(OC)c(OC)c3o2)cc1 | 0.11µM* | · | -17% | -13% | -1% | -4% | -28% | -11%
COc1ccccc1/C=C/[C@@H]1C[C@H]2CN(Cc3cccc(Cl)c3)C(=O)[C@]23CCCN13 | 7% | -24% | 5% | -7% | -11% | -1% | 3% | 7%
Cc1ccc(/C=N/NC(=O)c2cc(C)oc2C)o1 | 9% | -5% | 4% | -12% | -3% | -1% | -1% | 1%
O=C(O)CCCCCNC(=O)CCn1nnc2ccccc2c1=O | 10% | 4% | 9% | -1% | -15% | -4% | -15% | 5%
Cc1nc(NC(=O)CCc2ccccc2)ccc1Br | -1% | · | -2% | -7% | -18% | 2% | 0% | -15%
COc1ccc(NS(=O)(=O)c2cccc(C(=O)N/N=C/c3cn(-c4ccccc4)nc3-c3ccc(OC)cc3)c2)cc1 | · | · | 32µM* | ? | -6% | -4% | 9% | ?
CCCCCCN(CCCCCC)C(=O)Cc1c(-c2ccc(Cl)cc2)[nH]c2ccc(Cl)cc12 | ? | · | -12%&-11% | -3%&-11% | 5%&4% | 0%&2% | -5%&15% | -13%&-23%
CN(C)/C=N/C(=S)Nc1ccccc1F | -9% | -2% | 9% | 1% | 2% | -5% | 6% | 7%
Cc1ccc(-c2cn(-c3cccc(Cl)c3)c(S(=O)(=O)CC(=O)Nc3cccc(C)c3)n2)cc1 | · | · | ? | -9% | 4% | -2% | · | -30%
COc1ccc(S(=O)(=O)Nc2ccc(NC(C)=O)cc2)cc1Cl | ? | -4% | -3% | 7% | -5% | -1% | 6% | -2%
CCOC(=O)Nc1ccc2c(c1)N(C(=O)CN1CCN3CCCC3C1)c1ccccc1CC2 (stereo unspecified) | 2% | -2% | 1% | -6% | 0% | -5% | -2% | 4%
Cc1ccc(C2=NNC(C(O)C(O)C(O)CO)S2)cc1 (stereo unspecified) | ? | · | 0% | ? | -4% | -3% | 6% | -4%
